Assay outcomes (PubChem BioAssay)
TLR4-MyD88 BLA: inhibitors of TLR4-MyD88 association in cells, primary screen, cell-based, HeLa CL3-4, BLA complementation, FRET ratio; Toll-like receptor 4 (Homo sapiens) + Myeloid differentiation primary response protein …; HeLa CL3-4 TLR4/MyD88 BLA complementation; inhibition, % at 8.4 µM; actives 0.18% (n = 200,000); AID 861, 2007; in the data active means inhibition above about 25%;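 further: 0% = vehicle and 100% = reference inhibitor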
Target sequence (O00206 whole entry, looked up): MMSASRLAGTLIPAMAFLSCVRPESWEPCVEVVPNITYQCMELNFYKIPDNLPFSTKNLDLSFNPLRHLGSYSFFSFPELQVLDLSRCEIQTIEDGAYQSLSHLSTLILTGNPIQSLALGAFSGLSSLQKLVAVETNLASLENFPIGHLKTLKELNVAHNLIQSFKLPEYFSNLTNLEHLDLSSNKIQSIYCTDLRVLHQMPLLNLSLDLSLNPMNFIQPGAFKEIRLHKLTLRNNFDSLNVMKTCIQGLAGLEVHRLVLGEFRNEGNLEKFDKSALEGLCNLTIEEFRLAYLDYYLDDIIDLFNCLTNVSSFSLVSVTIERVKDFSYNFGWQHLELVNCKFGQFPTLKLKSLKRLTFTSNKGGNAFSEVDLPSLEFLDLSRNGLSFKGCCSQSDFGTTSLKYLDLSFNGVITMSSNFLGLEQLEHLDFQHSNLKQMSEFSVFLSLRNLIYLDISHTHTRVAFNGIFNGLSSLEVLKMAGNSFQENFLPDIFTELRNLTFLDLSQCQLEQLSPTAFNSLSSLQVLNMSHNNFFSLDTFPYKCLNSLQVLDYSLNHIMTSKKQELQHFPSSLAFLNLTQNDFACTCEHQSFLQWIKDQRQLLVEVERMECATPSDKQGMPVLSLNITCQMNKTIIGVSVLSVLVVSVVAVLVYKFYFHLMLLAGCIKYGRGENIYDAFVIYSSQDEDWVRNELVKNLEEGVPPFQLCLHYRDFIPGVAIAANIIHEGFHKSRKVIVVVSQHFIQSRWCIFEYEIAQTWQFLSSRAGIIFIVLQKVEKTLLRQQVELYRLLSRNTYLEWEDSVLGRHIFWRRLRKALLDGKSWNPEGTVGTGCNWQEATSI
Target sequence (Q99836 whole entry, looked up): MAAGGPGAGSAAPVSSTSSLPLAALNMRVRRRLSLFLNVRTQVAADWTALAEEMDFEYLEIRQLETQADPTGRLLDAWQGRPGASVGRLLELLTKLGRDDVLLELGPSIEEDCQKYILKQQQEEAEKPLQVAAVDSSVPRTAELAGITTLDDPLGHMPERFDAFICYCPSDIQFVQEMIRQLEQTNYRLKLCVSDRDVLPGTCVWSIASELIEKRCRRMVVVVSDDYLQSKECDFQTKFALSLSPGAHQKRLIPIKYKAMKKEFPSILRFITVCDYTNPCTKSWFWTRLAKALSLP
STAT3 act: IL-6 driven STAT3 reporter potentiators, primary screen, U3A cells, luciferase, luminescence, MLSCN library; AID 871, 2007; IL-6 STAT3-luciferase reporter; 100% = signal with IL-6 EC80 alone; activation (% of control), % at 5.6 µM; actives 0.91% (n = 190,000);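 active means activation above the screen-wide mean of compound activation plus 3 SD, cut at about 130% in these data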;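 further: 0% = background luminescence of wells with medium and substrate only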
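system = STAT3-luciferase reporter U3A cells | reagent = IL-6 stimulus at 33 ng/mL final | timing = 1 h compound pre-exposure, 6 h IL-6 stimulation, 37 °C | measured by = luminescence | evaluation = % activation versus median of IL-6-stimulated wells | control set = IL-6-only wells as 100% reference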
Hsp70 activator: Hsp70 transcriptional activators, primary screen, cell-based, HeLa, Hsp70 promoter luciferase, luminescence, 10 µM; actives 0.04% (n = 200,000); activation, % at 10 µM; HeLa Hsp70 promoter luciferase reporter; scaled: vehicle 0, proteasome-inhibitor control 100%;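 active means activation above the mean across all tested compounds plus 3 SD, cutoff set per campaign, cut at about 5.5% in these data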;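 further: 100% = MG132 at 30 µM as the positive control and 0% = DMSO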
STAT1 act: STAT1 signaling activators, primary screen, cell-based, HTS, luciferase reporter. activation (% of control), % at 5.5 µM. actives 2.6% (n = 200,000). NIH 3T3 STAT1-luciferase reporter, IFN-gamma, luminescence; 100% = IFN-gamma alone, no compound;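 active means activation above the screen-wide mean activation plus 3 SD, cut at about 130% in these data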;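 further: raw ratio to IFN-gamma control signal so 100% means no change and 0% no light; values of inactives mirror those of a sister screen read the other way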
APP 5'UTR act: activators of APP 5'UTR luciferase reporter, primary screen, SH-SY5Y cells; activation, % at 2 µM; actives 1% (n = 190,000); SH-SY5Y APP 5'UTR luciferase reporter, luminescence; zero percent = DMSO vehicle wells;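 active means activation above a set limit, based on mean plus 3 SD of controls, cut at about 140% in these data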; further: values of inactives mirror those of a sister screen read the other way
STAT1 blocker: STAT1 signaling inhibitors, primary screen, cell-based, HTS, luciferase reporter. NIH 3T3 STAT1-luciferase reporter, IFN-gamma, luminescence. inhibition, % at 5.5 µM. actives 0.35% (n = 200,000);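 active means inhibition above a set limit, the mean inhibition across all tested compounds plus 3 SD, cut at about 34% in these data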;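 further: 0% = IFN-gamma with DMSO and 100% = IFN-gamma with 300 µM nifuroxazide; values of inactives mirror those of a sister screen read the other way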
Efa HMGR inh: inhibitors of E. faecalis class II HMGR, primary screen, biochemical, Enterococcus faecalis | HMG-CoA reductase (Enterococcus faecalis, mvaE) | purified E. faecalis HMGR, NADPH absorbance 340 nm kinetic | inhibition, % at 10 µM | actives 0.41% (n = 190,000);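 active means inhibition above a set limit, the median over all tested compounds plus 3 SD, cut at about 9.5% in these data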;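 further: enzyme runs in reverse so mevalonate oxidation gives rising NADPH absorbance; 0% = complete reaction with DMSO and 100% = background rate lacking mevalonate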
STAT3 blocker: IL-6 driven STAT3 reporter inhibitors, primary screen, U3A cells, luciferase, luminescence, MLSCN library; IL-6 STAT3-luciferase reporter; host cell line lacks STAT1; inhibition, % at 5.5 µM; actives 0.89% (n = 190,000); AID 862, 2007;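 active means inhibition above the mean inhibition across all screened compounds plus 3 SD, cut at about 44% in these data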;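 further: 0% = DMSO only wells and 100% = 100 µM nifuroxazide control wells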
DTT redox prof: compounds producing H2O2 with reducing agent – biochemical, NIH compound library profiling, artefact control for MLSCN library redox annotation, primary screen. DTT-dependent redox cycling H2O2, phenol red/HRP absorbance; 100% = 100 µM peroxide control, 0% = buffer. activation, % at 10 µM. actives 0.03% (n = 200,000);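 active means activation of at least 50% relative to the plate's high and low controls in the primary single-dose screen; inactive means activation below 50%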;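 further: compound incubated with DTT at 0.8 mM final as the reducing agent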
NF-kB expr up: activators of NF-kB expression in neurons, primary screen, cell-based, HTS; human neuronal cells, NF-kB reporter expression; hits give high values; AID 1239, 2008; actives 1.6% (n = 190,000); fold change at 12.5 µM; in the data active means fold change above about 3.3
Starred values were filed as active, the others as inactive; nt = no result given.

SMILES	TLR4-MyD88 BLA	STAT3 act	Hsp70 activator	STAT1 act	APP 5'UTR act	STAT1 blocker	Efa HMGR inh	STAT3 blocker	DTT redox prof	NF-kB expr up
N#Cc1ccc(COC(=O)c2ccccn2)cc1	0	99	-0.1	97	4	2	-7	9	0.0	0.99
Cc1cc(C(F)(F)F)nc(SCC(=O)NC2CC3CCC2C3)n1 (stereo not drawn)	5	100	0.5	105	nt	-3	0	3	0.5	0.94
Cc1nc(CNC(=O)c2ccccc2OC2CCN(S(C)(=O)=O)CC2)cs1	-7	99	-0.2	95	-4	4	-3	9	-0.4	1.4
O=S(=O)(c1cccs1)N1CCN(Cc2ccccc2)CC1	-14	98	-0.6	93	-6	7	-10	8	2.1	1
FCCCOc1ccc(/C=N/OCc2ccc(Cl)cc2)cc1	-1	92	-0.2	102	5	-2	2	20	1.5	1
O=C(NC(=S)Nc1ccc(N2CCOCC2)c(Cl)c1)c1cncc(Br)c1	2	92	-0.5	89	6	12	-5	12	0.2	0.91
COC(=O)CC1SCCNC1=O (stereo not drawn)	7	102	-0.3	99	-9	1	-4	2	2.2	1.2
CC(=O)C1C(c2ccccc2OC(F)F)NC(=O)NC1(O)C(F)(F)F (stereo not drawn)	-10	96	-0.3	100	-16	-1	0	7	-1.4	1.1
CCS(=O)(=O)N1CCN(C(=O)c2cccnc2)CC1	4	101	-0.3	107	2	-5	3	0	0.2	0.96
Cc1cc2c(C)nc(N/N=C/c3ccc([N+](=O)[O-])cc3)nc2o1	-9	91	-0.5	96	10	4	-5	6	0.6	0.99
O=C(NCCc1ccccc1)c1ccc(CS(=O)(=O)c2ccc(Cl)cc2)o1	-24	99	0.0	95	15	3	-1	10	-0.3	1.1
COC(=O)c1ccccc1NC(=O)Cc1ccccc1OC	0	101	-0.3	104	-15	-3	-2	2	0.6	1.1
COc1nccnc1NS(=O)(=O)c1ccc(NC(=S)NC(=O)c2ccccc2)cc1	-5	102	0.2	98	-2	2	-7	0	0.8	1.1
CC(=O)Nc1sc2c(c1C(c1ccccn1)N1CCN(C)CC1)CCCC2 (stereo not drawn)	-17	106	-0.3	102	7	-3	3	-5	-1.2	1.2
Cc1cc(C)cc(C(=O)NCC(=O)OC(C)C(=O)N(C)c2ccccc2)c1 (stereo not drawn)	-6	107	0.3	97	58	2	-6	-6	-1.8	0.91
Cc1ccc(-c2cc(-c3ccc(F)cc3)c(C#N)c(N)n2)o1	-24	95	-0.2	97	-4	4	-3	9	0.6	1.4
C(=N\n1cnnc1)/c1ccc(OC2CSC2)cc1	3	103	-0.3	96	3	4	-1	2	-1.6	1.1
Cc1nn(CC(=O)Nc2nccs2)c(C)c1[N+](=O)[O-]	-6	103	-0.1	103	-18	-6	-5	3	2.5	1.1
CCOC(=O)Cc1ccc(NC(=O)c2ccc([N+](=O)[O-])cc2)cc1	6	89	-0.2	112	3	-16	-3	17	-0.1	1.9
c1ccc2c(CNCCN3CCOCC3)cccc2c1	-7	102	-0.4	100	0	0	0	3	0.6	1.3
COC(=O)N/N=C/c1c[nH]c2ccccc12	9	132	-0.5	106	10	-6	-2	-35	0.2	1.3
COc1cccc(C(=O)N/N=c2\sc3ccccc3n2C)c1	-4	94	-0.3	106	-1	-7	-4	8	-0.4	0.94
Cc1nnc(SCc2cc(=O)[nH]c(Nc3nc(C)c4cc(C)c(C)cc4n3)n2)s1	-16	87	-0.2	98	-12	1	0	17	-1.0	0.97
CN(C)/N=C/c1ccc(/C=N/NC(N)=S)o1	8	99	0.1	100	7	-3	1	6	0.2	0.96
CCc1cc2cc(C)cc(C)c2nc1SCC(=O)NNC(=O)c1ccco1	15	81	-0.5	104	nt	-4	-2	23	0.0	1
SMILES	TLR4-MyD88 BLA	STAT3 act	Hsp70 activator	STAT1 act	APP 5'UTR act	STAT1 blocker	Efa HMGR inh	STAT3 blocker	DTT redox prof	NF-kB expr up
CCN(Cc1ccncc1)C(=S)Nc1ccc(Cl)cc1	-3	90	-0.3	83	12	17	-6	19	-2.2	1.1
Nc1cc(N)nc(SCC(=O)NCC2CCCO2)n1 (stereo not drawn)	-2	109	-0.2	98	11	2	-2	-12	2.7	1.3
Nc1cc(C(=O)O)ccc1N1CCCCC1	5	91	-0.3	104	-1	-4	-4	12	0.5	1.1
Cc1nc2nc(C)c(CCC(=O)NC(C)c3ccc4c(c3)OCCO4)c(C)n2n1 (stereo not drawn)	0	98	0.2	92	5	9	-7	10	0.7	0.98
CC1=CCC2C(=O)N(c3nc4ccccc4n3C)C(=O)C2C1 (stereo not drawn)	-5	103	-0.5	92	30	9	-3	0	2.6	0.92
CSc1ncccc1C(=O)OCC(=O)NC1CCS(=O)(=O)C1 (stereo not drawn)	3	106	-0.1	111	34	-12	1	-4	3.5	1.1
N=c1c(-c2nc3ccccc3[nH]2)cc(C(=O)c2ccco2)nn1-c1ccccc1	-8	107	-0.5	105	0	-5	-4	-4	1.8	0.97
Nc1ccc(N2CCN(c3cccc(Cl)c3)CC2)cc1	-7	88	-0.3	100	-24	0	2	18	-0.1	1.7
CC(C)N1CCN(Cc2cccn2-c2cccnc2)CC1CCO (stereo not drawn)	-6	111	-0.2	99	-1	-1	-4	-10	-0.1	0.67
CCCC(OC(=O)CC1Sc2ccccc2NC1=O)C(=O)NCc1ccco1 (stereo not drawn)	-5	107	0.0	100	-2	0	-7	-4	2.6	0.95
c1ccc(-n2ncc3c(NCc4ccc5c(c4)OCO5)ncnc32)cc1	2	113	0.0	110	10	-10	-11	-14	0.4	1.4
CCOc1ccc(NC(=S)N2CCc3cc(OC)c(OC)cc3C2COc2ccc3c(C)cc(=O)oc3c2)cc1 (stereo not drawn)	4	91	-0.3	95	2	6	1	6	1.0	1.3
CC(NS(=O)(=O)/C=C/c1ccccc1)C(=O)NCCc1ccc(S(N)(=O)=O)cc1 (stereo not drawn)	-10	100	-0.4	102	6	-3	-2	2	-0.5	1.1
COP(=O)(OC)c1nc(-c2cccc3ccccc23)oc1N1CCOCC1	-1	109	-0.1	92	28	9	-3	-10	0.1	1.1
COc1cc(CNC2CCCc3ccccc32)cc(OC)c1OC (stereo not drawn)	2	94	-0.4	89	-13	14	-6	4	-1.1	1.1
CCOc1ccc(NC(=O)CCN2CCN(c3ccccc3OC)CC2)cc1	8	100	-0.3	106	-12	-7	3	6	1.4	0.9
COC(=O)c1[nH]c2cccc(OC)c2c1NC(=O)CN1CCN(c2cccc(OC)c2)C(C)C1 (stereo not drawn)	-8	100	-0.2	104	2	-4	-5	4	4.5	0.48
Oc1cc(Cc2ccccc2)cnc1CN1CCOCC1	3	101	0.1	99	5	1	-2	2	0.6	1
NC(Cc1cccc2nsnc12)C(=O)O (stereo not drawn)	1	99	0.1	98	4	2	-1	6	1.2	1.3
COc1cccc(/C(=N/O)C2CC2c2ccc(Cl)cc2)c1 (stereo not drawn)	12	85	0.4	94	-1	5	-1	19	-0.5	1.3
COCCCNc1nc2c(c(=O)[nH]c(=O)n2C)n1CCCc1ccccc1	-2	100	0.0	100	6	0	3	4	0.5	1.3
Clc1ncn(C23CC4CC(CC(C4)C2)C3)n1	11	103	-0.2	105	0	-6	-4	8	2.2	0.99
COC(=O)c1cc(NS(=O)(=O)c2ccc(N3CCOCC3)c(N)c2)cc(C(=O)OC)c1	1	108	-0.4	99	9	1	0	-15	0.5	0.87
Cn1c2c(c(=O)n(C)c1=O)C(c1ccc(Cl)cc1)C(C#N)=C(N)O2 (stereo not drawn)	-17	94	-0.4	94	0	7	-3	8	-0.3	1.1
COc1cccc(NC(=O)c2oc3ccccc3c2NC(=O)C2CC2)c1	-7	86	-0.1	116	-19	-17	-2	20	-0.4	0.99

Retrieved one by one from the list above:
SMILES	TLR4-MyD88 BLA	STAT3 act	Hsp70 activator	STAT1 act	APP 5'UTR act	STAT1 blocker	Efa HMGR inh	STAT3 blocker	DTT redox prof	NF-kB expr up
Cc1nc2nc(C)c(CCC(=O)NC(C)c3ccc4c(c3)OCCO4)c(C)n2n1 (stereo not drawn)	0	98	0.2	92	5	9	-7	10	0.7	0.98
CSc1ncccc1C(=O)OCC(=O)NC1CCS(=O)(=O)C1 (stereo not drawn)	3	106	-0.1	111	34	-12	1	-4	3.5	1.1
FCCCOc1ccc(/C=N/OCc2ccc(Cl)cc2)cc1	-1	92	-0.2	102	5	-2	2	20	1.5	1
Nc1cc(C(=O)O)ccc1N1CCCCC1	5	91	-0.3	104	-1	-4	-4	12	0.5	1.1

Continued.
SMILES	TLR4-MyD88 BLA	STAT3 act	Hsp70 activator	STAT1 act	APP 5'UTR act	STAT1 blocker	Efa HMGR inh	STAT3 blocker	DTT redox prof	NF-kB expr up
Cc1ccc2c(c1)NC(=O)C(CC(=O)NCCCN1CCCCC1)O2 (stereo not drawn)	-7	99	-0.1	102	-4	-3	-11	5	-1.1	1.1
O=C(Cc1c[nH]c2ccccc12)Nc1nc2ccccc2[nH]1	-9	146*	-0.1	100	28	0	-1	-51	1.2	1.4
COc1ccc(NC(=S)N/N=C/c2ccc(F)cc2)cc1OC	7	107	0.3	124	-10	-26	-4	-3	-0.6	1.3
COc1ccc(-c2cn3cccnc3n2)cc1NC(=O)CC(C)C	-5	101	0.2	87	1	15	-11	3	-0.2	1
CCOC(=O)N1CCN(c2ccccc2O)CC1	7	96	-0.1	96	21	4	1	8	2.2	1.2
COC(=O)CC1NCCc2cc(OC)c(OC)cc21 (stereo not drawn)	13	107	0.1	104	-3	-2	2	-3	-0.3	1.1
COc1ccc(C2=COc3ccccc3C(=O)N2)cc1	6	98	-0.3	107	-7	-8	-2	7	-1.4	1.2
COc1ccccc1C(O)P(=O)(OC(C)C)c1ccc(N(C)C)cc1 (stereo not drawn)	7	101	-0.1	106	-3	-7	-1	3	0.3	1.1
COc1cccc(C(=O)N/N=c2\oc3c(OC)cccc3cc2C(=O)NCc2ccccc2)c1	1	106	-0.3	101	5	-2	-7	-3	0.5	0.78
Cc1cc(C)cc(NC(=O)Cn2c(SCc3cc(C)ccc3C)nc3ccncc32)c1	3	111	0.1	102	14	-3	1	-13	0.8	1.5
O=C(COC(=O)/C=C/c1ccccc1Cl)NC1CCCCCC1	-3	100	-0.2	99	5	1	-1	5	-0.3	1
CCCCNC(=O)/C(C#N)=C/c1cccnc1	-2	102	-0.2	96	-10	4	1	-6	-0.8	0.9
O=C(N/N=C/c1cccc(Oc2ccccc2)c1)c1cc[n+]([O-])cc1	-2	95	0.1	105	4	-9	-1	10	0.2	0.93
CCc1nnc(-n2nc(C)cc2-c2ccccc2)n1N	2	105	1.0	104	-2	-5	-3	-3	0.8	1.6
Cc1cc(C)nc(N2C(=O)CC(Cc3ccccc3)C2=O)n1 (stereo not drawn)	2	100	-0.4	93	-8	7	-2	1	0.0	0.95
CC(=O)Nc1ccc(NC(=O)CN(c2cccc(C(C)=O)c2)S(C)(=O)=O)cc1	-11	92	0.0	102	-7	-5	-4	14	-0.1	1.2
